Screening data from PubChem BioAssay.
STEP inh = STEP phosphatase inhibitors, primary screen, biochemical, fluorescence intensity, uHTS | Tyrosine-protein phosphatase non-receptor type 5 (Homo sapiens), P54829 | actives 0.25% (n = 360,000) | inhibition, % at 20 µM | recombinant STEP, OMFP fluorogenic substrate;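 active = inhibition at 20 µM, scaled per plate between control wells, above about 37%, limit read from the data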;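 also: 0% = DMSO with enzyme and substrate and 100% = substrate only without enzyme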
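System: STEP (striatal-enriched tyrosine phosphatase) enzyme, cell-free; medium: Bis-Tris pH 6.0 buffer with DTT, detergent; dosing: 20 µM, 1% DMSO; times: reaction 20 min, ambient temperature; detection: fluorescence, 480/540 nm; read-out basis: normalized % inhibition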
LMPTP inh = LMPTP phosphatase inhibitors, primary screen, biochemical, fluorescence intensity, uHTS; inhibition, % at 20 µM; AID 651560, 2012; recombinant LMPTP-A, OMFP fluorogenic substrate; actives 0.22% (n = 360,000);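 active = compounds that cut the enzyme signal by at least half of the control window in the single-dose screen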;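 also: plate controls were DMSO wells with enzyme plus substrate for no effect and substrate without enzyme for full effect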
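Test system: LMPTP-A phosphatase enzyme; input: 0.625 nM LMPTP-A final; reagent: OMFP substrate, 400 µM final; compound dosing: 20 µM single dose, 3% DMSO; incubation: 50 min dark incubation at room temperature; measured by: endpoint fluorescence intensity from OMFP dephosphorylation; measure: % inhibition relative to no-enzyme and uninhibited control wells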
MsrA inhibitor = bovine MsrA enzyme inhibitors, primary screen, biochemical, absorbance, HTS. AID 651718, 2012. actives 0.75% (n = 360,000). purified bovine MsrA, absorbance read-out. Methionine sulfoxide reductase A (Bos taurus). inhibition, % at 15.5 µM; in the data active = inhibition above about 4.5%;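 also: 0% = vehicle wells with enzyme and 100% = reference inhibitor wells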
DNMT1 inh = human DNMT1 methyltransferase inhibitors, primary screen, biochemical, molecular beacon, fluorescence, HinP1I cleavage, uHTS; DNA (cytosine-5)-methyltransferase 1 (Homo sapiens), P26358; inhibition (reported as % activation of signal), % at 10 µM; actives 0.83% (n = 360,000); AID 588458, 2011; in the data active = inhibition above about 50%
Target sequence (P26358 504-1616 limits assumed): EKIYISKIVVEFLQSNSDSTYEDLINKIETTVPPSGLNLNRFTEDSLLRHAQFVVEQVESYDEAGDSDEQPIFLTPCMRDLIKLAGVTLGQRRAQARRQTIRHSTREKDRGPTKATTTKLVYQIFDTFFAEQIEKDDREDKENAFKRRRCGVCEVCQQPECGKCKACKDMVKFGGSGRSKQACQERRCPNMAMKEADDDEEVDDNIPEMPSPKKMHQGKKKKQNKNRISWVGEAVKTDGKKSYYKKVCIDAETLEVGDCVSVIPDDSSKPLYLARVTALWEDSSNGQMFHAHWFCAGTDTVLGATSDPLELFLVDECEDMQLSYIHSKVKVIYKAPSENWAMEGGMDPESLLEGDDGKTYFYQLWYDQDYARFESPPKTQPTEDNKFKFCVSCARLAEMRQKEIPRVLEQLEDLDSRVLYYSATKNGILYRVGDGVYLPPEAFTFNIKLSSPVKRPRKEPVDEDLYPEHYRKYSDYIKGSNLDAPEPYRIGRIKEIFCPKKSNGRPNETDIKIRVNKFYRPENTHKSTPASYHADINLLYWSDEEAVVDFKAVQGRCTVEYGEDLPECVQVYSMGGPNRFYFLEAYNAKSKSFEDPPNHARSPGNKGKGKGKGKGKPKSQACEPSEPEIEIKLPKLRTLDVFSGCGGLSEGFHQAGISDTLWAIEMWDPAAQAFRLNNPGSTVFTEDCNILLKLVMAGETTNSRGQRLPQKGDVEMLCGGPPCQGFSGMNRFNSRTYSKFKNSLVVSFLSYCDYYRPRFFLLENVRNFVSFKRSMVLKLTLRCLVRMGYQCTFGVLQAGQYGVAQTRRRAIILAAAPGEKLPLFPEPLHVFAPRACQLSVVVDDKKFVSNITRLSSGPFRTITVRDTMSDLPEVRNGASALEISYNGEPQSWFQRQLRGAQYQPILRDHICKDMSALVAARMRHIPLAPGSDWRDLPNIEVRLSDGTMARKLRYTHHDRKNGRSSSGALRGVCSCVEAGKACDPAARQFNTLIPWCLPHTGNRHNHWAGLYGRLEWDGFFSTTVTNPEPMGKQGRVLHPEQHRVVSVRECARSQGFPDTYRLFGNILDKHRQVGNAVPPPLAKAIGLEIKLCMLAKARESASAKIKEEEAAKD
SUMO1 PPI mod = modulators of SUMO1 protein-protein interactions, primary screen, biochemical, uHTS. inhibition, % at 20 µM. Small ubiquitin-related modifier 1 (Homo sapiens), P63165. actives 0.33% (n = 360,000). AID 602429, 2012. SUMO1 binding to a labelled peptide, TR-FRET, 1 h; in the data active = inhibition above about 37%
CSN deneddyl inh = inhibitors of CSN-mediated cullin deneddylation, primary screen, biochemical, fluorescence polarization, uHTS | COP9 signalosome complex subunit 5 (Homo sapiens), Q92905 | Purified CSN, SCF-Nedd8-OG deneddylation | inhibition, % at 12.5 µM | actives 0.38% (n = 360,000);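 active = pattern-corrected inhibition above about 35%, with an unprinted fluorescence ratio check between 0.5 and 1.5, limit read from the data, passing the limit was not always enough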;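 also: 0% = enzyme with substrate and 100% = substrate without enzyme; some results filed as inactive read as strong as hits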
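Assay system: purified human Csn5 enzyme expressed in HEK293T cells; measure: % inhibition; also added: SCFSkp2-Nedd8OG substrate at 10 nM final; technique: fluorescence polarization; times: reaction 90 min, room temperature; medium: Tris buffer pH 7.5, NaCl, DTT, Tween-20, trehalose, ovalbumin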
Rpn11 inh = Rpn11 (PSMD14) deubiquitinase inhibitors, primary screen, biochemical, fluorescence polarization, uHTS; actives 0.59% (n = 360,000); AID 588493, 2011; calls only at 20 µM; human 26S proteasome, Ub4-pepOG fluorescence polarization; 20S core pre-blocked with epoxomicin;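 active = inhibition at 20 µM, scaled to each plate's controls, above about 33%, limit read from the data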
Tb MetRS inh = T. brucei MetRS inhibitors, primary screen, biochemical, luminescence | purified T. brucei MetRS, ATP depletion, Kinase-Glo luminescence | inhibition, % at 11.9 µM | actives 0.4% (n = 360,000);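 active = inhibition above a per-plate cutoff of the control wells' mean inhibition plus 3 SD, cut at about 5.5% in these data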;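 also: 0% = DMSO wells median and 100% = median of wells with control inhibitor compound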
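Material: T. brucei methionyl-tRNA synthetase, purified; reagent: substrates ATP, L-methionine and bulk Escherichia coli tRNA; dosing: 11.9 µM single point; timing: 15 min plus 2 h at 25 °C; detection: luminescence of leftover ATP; evaluation: % inhibition; control set: DMSO-only wells as low control; replicates: singlicate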
Scp1 inh = Scp-1 phosphatase inhibitors, primary screen, biochemical, colorimetric, uHTS. Carboxy-terminal domain RNA polymerase II polypeptide A small phosphatase 1 (Homo …. Recombinant Scp1, phosphopeptide, malachite green phosphate absorbance. inhibition, % at 20 µM. actives 0.88% (n = 340,000). AID 493091, 2011;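 active = inhibition above about 50% at 20 µM, limit read from the data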;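 also: plate controls were DMSO wells with enzyme for no effect and wells lacking enzyme for full effect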
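Assay system: SCP-1 catalytic fragment, aa 76-261 | Buffer or medium: Tris acetate buffer pH 5.5 with MgCl2 and Tween-20 | Compound: One concentration, 20 µM, with 1.0% DMSO | Also added: Phospho 17-mer peptide substrate | Signal: Absorbance at 630 nm | Incubation: 45 min enzyme reaction at room temperature | Measure: % inhibition of SCP-1 phosphate liberation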
NadD block = inhibitors of S. aureus NadD, primary screen, biochemical, colorimetric, uHTS | actives 0.78% (n = 360,000) | inhibition, % at 20 µM | Nicotinate-nucleotide adenylyltransferase NadD (Staphylococcus aureus N315) | AID 602399, 2012 | purified NadD enzyme, colorimetric absorbance read-out; in the data active = inhibition above about 26%; also: some compounds past the cut are filed as inactive
The depositor's hits bear a star; i = inactive; . = not tested or not shown; + = active, no number.

SMILES	STEP inh	LMPTP inh	MsrA inhibitor	DNMT1 inh	SUMO1 PPI mod	CSN deneddyl inh	Rpn11 inh	Tb MetRS inh	Scp1 inh	NadD block
O=C(NNC(=O)c1cc2cc(Br)ccc2oc1=O)c1ccc(O)cc1	1	-1.6	-1.0	0	-14	0	i	0.8	-9	-1
O=C(COC(=O)/C=C/c1cccc(Br)c1)NC1CCCCC1	-3	-0.5	-0.6	10	0	-1	i	0.0	-5	2
O=C(N/N=C/c1c[nH]c2ccccc12)c1ccc(Br)cc1	0	-1.0	3.0	1	-5	1	i	0.2	0	-4
CSc1ncccc1C(=O)OCC(=O)c1cc2ccccc2o1	2	3.0	0.3	0	-18	4	i	0.1	-8	-1
COc1ccc2nc(SCC(=O)NC(C)(C)C)[nH]c2c1	0	-1.3	-0.9	2	-3	-4	i	-0.8	-3	3
Cc1cc(NC(=O)COC(=O)c2c(C)noc2C)ccc1Br	-1	0.3	0.7	0	-1	6	i	0.5	-6	-13
Cc1ccc2nc(-c3ccccc3N)[nH]c2c1	-1	2.2	0.9	-2	0	6	i	-5.1	-5	-4
CCC(=O)NC(C)c1cc(Cl)c2ccccc2c1O (configuration not stated)	2	1.4	0.4	1	-2	-4	i	-0.1	-8	-4
CCCNC(=O)C1(C)CCCN(Cc2c(F)cccc2F)C1 (configuration not stated)	-1	-1.3	0.4	0	1	1	i	-0.3	.	1
CNC(=O)CN(c1ccc(C(C)C)cc1)S(C)(=O)=O	3	-1.1	0.7	0	3	-4	i	-0.7	-8	-2
CCn1c(=O)c(C)nn2c3ccccc3nc12	-1	-1.8	-0.4	3	1	-1	i	-1.4	1	1
Cc1ccc(C2C(C#N)=C3N=C(N)c4ccccc4N3C3=C2C(=O)CCC3)cc1 (configuration not stated)	3	3.1	0.1	-5	-7	-1	i	0.2	-11	3
O=C(Nc1ccc(N2CCCC2)c(Cl)c1)c1ccco1	-1	1.4	0.7	-1	-6	-3	i	-0.6	6	2
CCCC(=O)Nc1nc2c(s1)COc1ccccc1-2	1	0.3	0.6	-2	-5	2	i	-0.6	-1	-5
O=C(CN1CCC(NC(=O)c2ccccc2F)CC1)Nc1ccc2c(c1)OCCO2	-4	-1.3	-0.5	3	-1	-3	i	-0.4	-5	-2
O=C(CCCn1cnc([N+](=O)[O-])n1)Nc1cccc(O)c1	3	7.1	-0.7	-2	-13	-5	i	-1.5	6	2
CCCS(=O)(=O)N1CCN(CC2CC3C=CC2C3)CC1 (configuration not stated)	0	-2.2	-0.5	-2	0	-8	i	-0.6	-12	-7
COc1ccc(N(C(=O)CCl)C(C(=O)NCCc2ccccc2)c2cccs2)cc1 (configuration not stated)	2	-1.5	-0.5	31	2	6	i	-0.5	-12	-9
COc1ccc(N(C(=O)Cn2nnc3ccccc32)C(C(=O)NCc2ccco2)c2cccnc2)cc1 (configuration not stated)	3	-1.2	-1.2	8	0	-7	i	-1.2	-3	9
COc1ccc(C(=O)Nn2cnc3ccccc3c2=O)c(OC)c1	-3	-0.7	1.5	5	2	-1	i	-0.6	-8	-1

Not a retest: an excerpt of the list.
SMILES	STEP inh	LMPTP inh	MsrA inhibitor	DNMT1 inh	SUMO1 PPI mod	CSN deneddyl inh	Rpn11 inh	Tb MetRS inh	Scp1 inh	NadD block
COc1ccc(N(C(=O)Cn2nnc3ccccc32)C(C(=O)NCc2ccco2)c2cccnc2)cc1 (configuration not stated)	3	-1.2	-1.2	8	0	-7	i	-1.2	-3	9
COc1ccc(C(=O)Nn2cnc3ccccc3c2=O)c(OC)c1	-3	-0.7	1.5	5	2	-1	i	-0.6	-8	-1

Further structures follow:
SMILES	STEP inh	LMPTP inh	MsrA inhibitor	DNMT1 inh	SUMO1 PPI mod	CSN deneddyl inh	Rpn11 inh	Tb MetRS inh	Scp1 inh	NadD block
CN(C)S(=O)(=O)Nc1ccccn1	0	0.1	0.1	2	-4	-3	i	0.0	-8	-2
CCn1c2ccccc2c2nnc(SCC(=O)OCN3C(=O)c4ccccc4C3=O)nc21	-2	-2.1	0.4	-2	-13	2	i	-2.4	3	-22
CC(=O)c1cccc(NC(=O)Nc2ccc3c(c2)CCC3)c1	0	-0.8	1.7	0	-4	-2	i	-0.2	-6	-3
CCOc1cnn(Cc2ccccc2)c(=O)c1SCc1ccccc1	-1	-0.4	0.2	1	-5	1	i	-0.8	-4	-1
C=C(C)CSc1nnc(-c2cccc(Cl)c2)n1N	-2	-1.1	-1.1	0	2	2	i	-0.7	-11	-1
COc1ccc(C2C(C(=O)c3ccco3)=C(O)C(=O)N2c2nnc(C)s2)cc1 (configuration not stated)	-5	-0.9	2.6	5	-15	1	i	-0.6	-1	5
Cc1nc(NC(=O)C2CC2)sc1C(=O)Nc1ccc(Br)cc1	-1	1.5	0.3	-2	0	-2	i	-0.1	4	-4
Cc1cc(=O)oc2cc(OC(C)C(=O)NC3(C#N)CCCCC3)ccc12 (configuration not stated)	-3	-1.4	0.7	4	-2	-2	i	0.4	-5	-1
COc1ccc(/C=N/Nc2cc(=O)n(C)c(=O)n2C)cc1OC	0	0.0	4.7*	-15	-10	-1	i	0.3	-4	-5
CCCCN(C(=O)CSCC(=O)Nc1cccc(C)c1)c1c(N)n(CCCC)c(=O)[nH]c1=O	-2	-0.2	-1.8	0	-1	-1	i	-0.2	4	-3
NC(=O)CSC1=Nc2ccccc2C2=NC(CCC(=O)NCc3ccc(F)cc3)C(=O)N12 (configuration not stated)	-1	0.4	1.0	-1	0	-4	i	-1.4	-2	-2
CCC(C)(C)n1nnnc1C(c1cccc(C#N)c1)N1CCN(c2cc(C)ccc2C)CC1 (configuration not stated)	1	1.8	-1.6	-1	1	2	i	0.0	-3	6
O=C(NCC1CCN(C(=O)c2ccc([N+](=O)[O-])cc2)CC1)C(=O)Nc1ccccc1	0	-1.2	-0.9	0	-15	-8	i	-0.8	-4	-4
COCCNC(=S)N/N=C(\C)c1ccc(OC)cc1	-2	-0.5	2.1	4	-2	-4	i	-0.3	-5	3
O=C(C1=COCCO1)N1CCN(S(=O)(=O)c2cccc(F)c2)CC1	-3	-0.5	0.7	0	2	-2	i	-0.2	1	1
C=CC[n+]1c(-c2ccc(C)cc2)csc1NNC(=O)Nc1ccccc1	0	2.6	0.9	-5	-3	3	+	-1.1	-2	13
CN1CCN(C(=O)c2cc3c(c(-c4cccc(C#CC(C)(C)O)c4)n2)[C@H](CCO)N(S(=O)C(C)(C)C)C3)CC1 (some centres not stated)	19	3.0	-0.3	-11	22	-1	i	-0.9	.	-3
O=C(NCC1CCCO1)C(=O)N/N=C/c1ccc(OCc2ccccc2Cl)cc1 (configuration not stated)	4	-0.1	-0.3	31	-4	2	i	-0.3	-11	6
CC(C)OC(=O)CC1C(=O)NCCN1C(=S)NC(=O)c1ccccc1 (configuration not stated)	-4	-2.3	-1.4	-3	1	5	i	-0.5	1	-2
O=C1CCCCN1CCC(=O)N1CCCC(Nc2ccc(F)c(F)c2)C1 (configuration not stated)	0	-0.2	1.5	0	-7	-1	i	0.5	-7	-2

A second format for 2 compounds above:
| Molecule | STEP inh | LMPTP inh | MsrA inhibitor | DNMT1 inh | SUMO1 PPI mod | CSN deneddyl inh | Rpn11 inh | Tb MetRS inh | Scp1 inh | NadD block |
| --- | --- | --- | --- | --- | --- | --- | --- | --- | --- | --- |
| C=C(C)CSc1nnc(-c2cccc(Cl)c2)n1N | -2 | -1.1 | -1.1 | 0 | 2 | 2 | i | -0.7 | -11 | -1 |
| COc1ccc(C2C(C(=O)c3ccco3)=C(O)C(=O)N2c2nnc(C)s2)cc1 (configuration not stated) | -5 | -0.9 | 2.6 | 5 | -15 | 1 | i | -0.6 | -1 | 5 |

The list goes on:
SMILES	STEP inh	LMPTP inh	MsrA inhibitor	DNMT1 inh	SUMO1 PPI mod	CSN deneddyl inh	Rpn11 inh	Tb MetRS inh	Scp1 inh	NadD block
O=C(NCCCN1CCN(c2ccccc2F)CC1)C1CCN(S(=O)(=O)c2cccs2)CC1	2	-1.4	-1.1	2	1	-1	i	-0.7	-4	3
N#Cc1c(C(F)(F)F)cc(-c2ccccc2)nc1SCCN1CCOCC1	1	1.0	0.0	4	-14	-1	i	0.2	-4	-1
CSCCC(NC(=O)C12CC3CC(CC(C3)C1)C2)C(=O)OCC(=O)c1ccc(Cl)cc1 (configuration not stated)	1	-0.2	-0.3	38	1	-5	i	-0.4	-4	-4
CC(=O)Nc1ccc(S(=O)(=O)NNC(=S)NCC2CCCO2)cc1 (configuration not stated)	-2	-1.0	-0.7	-1	-3	1	i	-0.2	-5	1
CN(C)c1ccc(C2OC(=O)C(C)(C)C(=O)C2(C)C)cc1 (configuration not stated)	-2	2.1	-0.1	1	1	-1	i	-1.4	-2	5

Three compounds out of the list above, ordered by their value in Scp1 inh, falling.
SMILES	LMPTP inh	MsrA inhibitor	DNMT1 inh	SUMO1 PPI mod	CSN deneddyl inh	Rpn11 inh	Tb MetRS inh	Scp1 inh	NadD block
CN(C)c1ccc(C2OC(=O)C(C)(C)C(=O)C2(C)C)cc1 (configuration not stated)	2.1	-0.1	1	1	-1	i	-1.4	-2	5
O=C(NCCCN1CCN(c2ccccc2F)CC1)C1CCN(S(=O)(=O)c2cccs2)CC1	-1.4	-1.1	2	1	-1	i	-0.7	-4	3
CC(=O)Nc1ccc(S(=O)(=O)NNC(=S)NCC2CCCO2)cc1 (configuration not stated)	-1.0	-0.7	-1	-3	1	i	-0.2	-5	1
